# High-throughput results (PubChem)
# PGK inhibitor: qHTS Assay to Find Inhibitors of Phosphoglycerate Kinase; Phosphoglycerate kinase, glycosomal (Trypanosoma brucei brucei), P07378; PGK/GAPDH coupled, Kinase-Glo luminescence, 60 min; Potency, µM (top dose mostly 57.5 µM), without a hit: at the highest dose activity change, negative = inhibition, usual class: inhibitors; hit rate 0.043% among 380,000; further: potency means the concentration at half of the fitted maximal effect; on the % scale 0 is the no-effect control and ±100 the full control effect; nearly all actives have a fitted effect of over 60% in size
# Target sequence (P07378 whole entry, looked up): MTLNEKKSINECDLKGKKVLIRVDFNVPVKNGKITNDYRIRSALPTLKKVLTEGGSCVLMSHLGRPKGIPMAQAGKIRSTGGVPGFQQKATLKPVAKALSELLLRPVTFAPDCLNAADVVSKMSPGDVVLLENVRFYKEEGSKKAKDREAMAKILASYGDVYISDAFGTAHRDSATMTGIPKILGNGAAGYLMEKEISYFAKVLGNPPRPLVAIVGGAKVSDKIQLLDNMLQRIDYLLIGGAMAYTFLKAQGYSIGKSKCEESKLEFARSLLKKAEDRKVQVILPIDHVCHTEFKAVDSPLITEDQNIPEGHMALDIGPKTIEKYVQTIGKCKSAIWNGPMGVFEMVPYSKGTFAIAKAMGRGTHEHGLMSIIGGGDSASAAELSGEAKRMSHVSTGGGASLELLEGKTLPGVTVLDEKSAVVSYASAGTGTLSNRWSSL
#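 Recombinant glycosomal PGK reaction used 1,3-bisphosphoglycerate generated in-well by GAPDH (100nM final) in 100mM TEA pH 7.6, 5mM MgCl2, 0.01% Tween-20. After 60 minutes at room temperature, ATP was read by Kinase-Glo Plus luminescence end-point.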
# HP1b binding inh: HTS for Inhibitors of HP1-beta Chromodomain Interactions with Methylated Histone Tails; hit rate 0.56% among 390,000; AlphaScreen HP1-beta / biotin-H3K9me3 peptide binding; Chromobox protein homolog 1 (Homo sapiens), P83916; Potency, µM (doses to about 114 µM), inactives show at the top dose activity change, negative = inhibition, actives largely listed as inhibitors; further: potency means the concentration at half of the fitted maximal effect; nearly all actives have a fitted effect of over 70% in size; inactives centre near 23
# Target sequence (P83916 whole entry, looked up): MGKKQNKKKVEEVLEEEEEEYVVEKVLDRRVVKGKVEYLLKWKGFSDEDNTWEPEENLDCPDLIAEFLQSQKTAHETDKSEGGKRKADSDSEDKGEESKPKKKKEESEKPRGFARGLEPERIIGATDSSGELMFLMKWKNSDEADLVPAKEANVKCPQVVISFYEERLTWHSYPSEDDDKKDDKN
#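 AlphaScreen: HP1-beta (50 nM) preformed 30 min with biotin-H3(1-18)K9me3 peptide (50 nM) in PBS pH 7.4, 0.01% Tween-20. Compound added for 30 min at RT, then streptavidin donor/nickel chelate acceptor beads (10 ug/mL) for 30 min.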
# GLS inh: qHTS for Inhibitors of Glutaminase (GLS); Potency, µM (highest dose often 45.5 µM), without a hit: at the top dose activity change, negative = inhibition, actives largely listed as inhibitors; GLS enzymatic activity, qHTS titration; hit rate 0.21% among 410,000; Glutaminase kidney isoform, mitochondrial (Homo sapiens), O94925; AID 624170, 2012; further: potency means the concentration at half of the fitted maximal effect; on the % scale 0 is the no-effect control and ±100 the full control effect
#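 hKGA; 45 mM KH2PO4 pH 8.2 + 0.02% Tween-20; cpd via pin tool; 1 mM Gln soln; GluOx/HRP/Amplex Red; RT 30 min; fluor. t0 & final.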
# PI4K2A inh: qHTS for small molecular inhibitors of PI4K2A; purified PI4K2A, ADP-Glo luminescence, 1 h; active compounds read low; activity change, negative = inhibition, % at 76.9 µM; hit rate 0.13% among 420,000; Phosphatidylinositol 4-kinase type 2-alpha (Homo sapiens), Q9BTU6; in the data active means activity change below about -50%; inconclusive means mostly about -30% to -49%;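 further: -100% = wells without enzyme as full effect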
#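 ADP-Glo luminescence measured ADP generated by PI4K2A enzyme (4 ug/mL before mixing) with 1.2 mM PI substrate (pre-mix) and 300 microM ATP (pre-mix). Tris pH7.5 buffer with MgCl2, Triton X-100; 1 h reaction at ambient temperature.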
# G9a inh: qHTS Assay for Inhibitors of Histone Lysine Methyltransferase G9a; Potency, µM (highest dose often 102 µM), inactives show top-dose activity, negative = inhibition, most hits filed as inhibitors; hit rate 8.8% among 350,000; G9a H3K9 monomethylation, AlphaScreen, 2 h; further: potency means the concentration at half of the fitted maximal effect; on the % scale 0 is the no-effect control and ±100 the full control effect; nearly all actives have a fitted effect of over 75% in size
# Target sequence (Q96KQ7 913-1193 limits assumed): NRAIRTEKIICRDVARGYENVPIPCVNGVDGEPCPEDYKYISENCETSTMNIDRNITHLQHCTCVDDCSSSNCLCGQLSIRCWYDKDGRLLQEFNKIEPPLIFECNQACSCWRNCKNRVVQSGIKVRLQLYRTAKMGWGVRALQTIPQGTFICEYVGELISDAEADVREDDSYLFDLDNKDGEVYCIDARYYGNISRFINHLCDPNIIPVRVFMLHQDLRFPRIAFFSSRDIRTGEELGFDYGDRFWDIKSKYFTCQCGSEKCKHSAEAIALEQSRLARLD
#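 Compounds were preincubated with 20 nM G9a for 15 min, after which biotinylated H3K9 peptide (500 nM) and SAM (20 uM) started a 2 h room-temperature reaction. Monomethylated product was quantified by antibody-based AlphaScreen chemiluminescence.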
# Pol eta inh: qHTS for Inhibitors of Polymerase Eta; DNA polymerase eta (Homo sapiens), Q9Y253; recombinant Pol eta, fluorescent DNA replication assay; Potency, µM (top dose mostly 114 µM), for the others: top-dose activity change, negative = inhibition, most hits filed as inhibitors; hit rate 1.2% among 390,000; AID 588591, 2011; further: potency means the concentration at half of the fitted maximal effect; on the % scale 0 is the no-effect control and ±100 the full control effect
#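 Pol eta (10 nM) was preincubated with compounds for 15 min at room temperature, after which fluorescent replication substrate (50 nM final) was added to start the reaction. Fluorescence was read kinetically at 0 and 10 min.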
# Pin1 inhibitor: qHTS Assay to Find Inhibitors of Pin1; Pin1 FP peptide displacement, HiFluor488, 10 min; Peptidyl-prolyl cis-trans isomerase NIMA-interacting 1 (Homo sapiens), Q13526; hit rate 0.009% among 390,000; Potency, µM (highest dose often 115 µM), for inactives: at the top dose activity, negative = inhibition, hits mostly inhibitors; active means well fitted inhibition curve with a large enough effect in the polarisation, with a control signal flat, not every such curve was filed as active; inconclusive means small, poorly fitted or top-dose-only effect, or effect the other way, or a change in a side signal; inactive means no such curve, though single readings can be large or run the other way; the % refers to the polarisation; further: potency means the concentration at half of the fitted maximal effect; on the % scale 0 is the no-effect control and ±100 the full control effect
# Target sequence (Q13526 whole entry, looked up): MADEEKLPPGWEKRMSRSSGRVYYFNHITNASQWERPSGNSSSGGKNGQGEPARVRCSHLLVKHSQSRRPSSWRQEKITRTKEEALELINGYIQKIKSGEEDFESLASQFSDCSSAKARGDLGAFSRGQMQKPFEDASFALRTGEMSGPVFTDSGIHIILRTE
# BAZ2B inh: qHTS Assay for Inhibitors of BAZ2B | Bromodomain adjacent to zinc finger domain protein 2B (Homo sapiens), Q9UIF8 | AlphaScreen BAZ2B-H3K14Ac peptide displacement | Potency, µM (titrated, usually from 114 µM), without a hit: at the highest dose activity change, negative = inhibition, actives largely listed as inhibitors | hit rate 4.4% among 360,000 | AID 504333, 2011; further: potency means the concentration at half of the fitted maximal effect; on the % scale 0 is the no-effect control and ±100 the full control effect; nearly all actives have a fitted effect of over 60% in size
#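 Compounds, titrated to a top concentration of 110 uM, were incubated 30 min at room temperature with preformed BAZ2B/acetyl-K14 H3 peptide complex (50 nM each). Proximity signal was measured by AlphaScreen after 20 min with beads.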
# JMJD2A Tudor inh: qHTS Assay for Inhibitors of JMJD2A-Tudor Domain; hit rate 4.4% among 390,000; AID 504339, 2011; Lysine-specific demethylase 4A (Homo sapiens), O75164; AlphaScreen JMJD2A-Tudor / H3K4me3 peptide binding; Potency, µM (titrated, usually from 114 µM), inactives show at the highest dose activity change, negative = inhibition, hits mostly inhibitors; further: potency means the concentration at half of the fitted maximal effect; on the % scale 0 is the no-effect control and ±100 the full control effect; nearly all actives have a fitted effect of over 50% in size
# * hit, by the source's call; i = inactive; ? = inconclusive; . = no result given; & = joins results of further samples; [ ] = remark or other dose. Unless noted, the call rests on the fitted dose curve; in most records, active means well fitted curve in the direction sought with a large enough effect; inconclusive means small, poorly fitted or top-dose-only effect, or another doubt; inactive means no such curve, though single readings can be large; an effect the other way counts as inactive or inconclusive. A portion of the library; count on the stated rates, not on these rows.
no.	PGK inhibitor	HP1b binding inh	GLS inh	PI4K2A inh	G9a inh	molecule	Pol eta inh	Pin1 inhibitor	BAZ2B inh	JMJD2A Tudor inh
1	i	54%[activator]	1%	2	.	CCN(c1ccccc1)S(=O)(=O)c1ccc(C(=O)N(C)Cc2cccs2)cc1	-16%	-2%	.	3%
2	2%	29%	5%	-1	-6%[0.501 µM]	COc1ccc(S(=O)(=O)Nc2ncccc2C)c2ccccc12	-14%	2%	-27%	-14%
3	-11%	-5%	2%	1	-32%	O=C(CCN1C(=O)C2C3C=CC(C3)C2C1=O)NCCc1ccccc1 (centres undefined)	-17%	5%	-6%	-14%[11.4 µM]
4	-2%	?	14%	-2	?	OCCC1CCCCN1CC(O)COCc1ccc(Cl)cc1 (centres undefined)	-1%	1%	?	22µM*
5	.	26%	-1%	0	19%[59 µM]	CCOc1cc(C(=O)OC(C)C(=O)Nc2ncc(Cl)cc2Cl)ccc1OCC(=O)N1CCOCC1 (centres undefined)	-3%	1%	10%	-16%
6	-8%	48%	-10%	6	17%	C/C(=N/NC(=O)Cc1cccc2ccccc12)c1cccs1	-9%	-1%	8%	6%
7	2%	11%	4%	-1	6%[59 µM]	Cc1ccc(-c2cc(C(=O)NCc3ccccc3)c3c(-c4ccc(C)cc4)[nH]nc3n2)cc1	-13%	0%	5%	11%
8	-3%	20µM*	8%	-3	10µM*	c1ccc(-c2ccccc2OCCN2CCOCC2)cc1	-14%	-5%	79µM*	14µM*
9	-5%	22%	0%	5	22%[2.33 µM]	O=C(OCC(=O)N(Cc1ccccc1)Cc1ccccc1)c1cccc(O)c1	-19%	-10%	3%	-2%
10	0%	35%	8%	3	-36%[59 µM]	Cc1cc(SCC(=O)NCCN2C(=O)CSC2=O)nc2ccccc12	?	10%	-19%	-13%
11	2%	27%	3%	6	?	CCOC(=O)CN(C)Cc1cn(C)nc1-c1ccc(Oc2ccccc2)cc1	-22%	-5%	-22%	-21%
12	-8%	31%	-13%	-1	-7%	O=C(NC1CCN(Cc2ccccc2)CC1)c1cncc(Br)c1	-15%	-6%	0%	-8%
13	-6%	39%[activator]	4%	3	-48%	CCN(CC)CCN1C(=O)C(=O)/C(=C(/O)c2ccc(S(=O)(=O)N3CCOCC3)cc2)C1c1ccc(C(C)C)cc1 (centres undefined)	-12%	-1%	-2%	-5%
14	i	23%	27%	3	-17%[59 µM]	O=C(CSC1=NCCS1)N1CCN(c2ccccc2)CC1	-3%	-1%	30%	-21%
15	-2%	31%	-7%	1	-5%	CC(=O)N1CC(C)Sc2ccc(S(=O)(=O)NC3CCCCC3)cc21 (centres undefined)	10%	-6%	-23%	-14%
16	0%	28%	-2%	0	?	CCNC(=O)Cn1c(=O)c(=O)n(Cc2ccccc2)c2ccc(Cl)cc21	-13%	-2%	2%	6%
17	i	9%	-2%	-9	-34%	COCCn1c(SCC(=O)Nc2ccc3c(c2)OCCO3)nnc1-c1c[nH]c2ccccc12	-5%	-4%	-28%	-23%
18	i	-19%	15%	-14	50µM*	Oc1ccccc1Nc1nc(NCc2ccco2)c2ccccc2n1	-17%	0%	45µM*	?
19	-1%	9%	-4%	-5	16%	CCOc1cc(CN2CCN(S(=O)(=O)Cc3ccccc3)CC2)ccc1OC	-6%	1%	0%	-5%
20	-8%	.	-10%	-2	.	Cc1ccccc1OS(=O)(=O)c1cccc([N+](=O)[O-])c1	-5%	.	.	.

# The final two compounds of the part above open the next one:
no.	PGK inhibitor	HP1b binding inh	GLS inh	PI4K2A inh	G9a inh	molecule	Pol eta inh	Pin1 inhibitor	BAZ2B inh	JMJD2A Tudor inh
19	-1%	9%	-4%	-5	16%	CCOc1cc(CN2CCN(S(=O)(=O)Cc3ccccc3)CC2)ccc1OC	-6%	1%	0%	-5%
20	-8%	.	-10%	-2	.	Cc1ccccc1OS(=O)(=O)c1cccc([N+](=O)[O-])c1	-5%	.	.	.
21	-1%&0%	-8%&10%	-8%&6%	-7&0	?	COc1cc(CNc2ccc3[nH]c(=O)[nH]c3c2)ccc1OCc1ccccc1F	-16%&-16%	-5%&-1%	-35%&-37%	?
22	-5%	-5%	10%	12	13µM*	Cc1nc(Nc2ccccc2)sc1C	-17%	4%	?	?
23	-10%	42%[activator]	-2%	-6	?	C=Cc1ccc(Cn2c(=O)n(-c3ccc(C)cc3)c(=O)c3c2c2cc(OC)ccc2n3C)cc1	-7%	-6%	-21%	1%
24	-9%	28%[57 µM]	4%	-2	-4%[59 µM]	CC(=O)Nc1ccc(NC(=O)C2CCN(c3c(NC(C)=O)c(C)nn3-c3ccccc3)CC2)cc1	-21%	-1%	2%	-6%
25	-8%	3%	26%	1	?	COc1ccc(N2CCN(C(=O)CN(c3ccc(Br)cc3)S(C)(=O)=O)CC2)cc1	-10%	-5%	?	?
26	-7%	12%	8%	-1	-10%[59 µM]	CC(=O)c1cccc(N(C(=O)CS(=O)CC(=O)Nc2ccc(F)cc2)C(C(=O)NC2CCCCC2)c2ccc(C)o2)c1 (centres undefined)	-8%	-6%	-35%	-2%
27	-7%	41%[activator]	0%	1	?	O=C(CSC1=NCCN1)C1COc2ccccc2O1 (centres undefined)	-18%	-5%	-38%	-10%
28	-1%	9%	-1%	0	-13%[59 µM]	O=C(Nc1cccc2ccccc12)c1ccc([N+](=O)[O-])s1	-14%	2%	-7%	-14%
29	-9%	44%[activator]	-5%	1	10%	COC(=O)N1CC=CC1(C)C(=O)NCc1cc(F)cc(C(F)(F)F)c1 (centres undefined)	3%	-1%	3%	-4%
30	0%	30%	31%[activator]	7	50µM*	O=C(COC(=O)CCC(=O)c1ccc(F)cc1)Nc1ccc(N2CCOCC2)cc1	-19%	-1%	-7%	-12%
31	-8%	12%	2%	-4	14%[59 µM]	COc1ccc(CCNC(=O)Cn2cnc3ccccc3c2=O)cc1OC	-7%	-10%	-3%	0%
32	2%	49%[activator]	-2%	-3	16%	O=C(NC1CCCCC1)c1ccc(CS(=O)Cc2ccc(Cl)cc2)o1 (centres undefined)	0%	-7%	-1%	-4%
33	3%	32%	4%	-1	.	CC(C)OC(=O)C1OC1(C)c1ccccc1 (centres undefined)	0%	8%	.	7%
34	6%	28%	15%	-10	41%[0.501 µM]	COc1ccc(C(=O)OCC(=O)Nc2ccc(F)cc2F)cc1OC	4%	4%	-25%[57.1 µM]	-5%
35	-7%	41%[activator]	35%[activator]	1	-3%[12.7 µM]	COc1ccc(OC)c(Nc2ncnc3ccccc23)c1	3%	-2%	-1%	-19%
36	i	50%[activator]	-3%	2	45µM*	Cc1c(-n2c(-c3ccccc3Cl)n[nH]c2=S)c(=O)n(-c2ccccc2)n1C	-17%	1%	?	?
37	i	23%[57 µM]	0%	1	?	Cc1ccc(C(=O)N2CCC(C)CC2)cc1NC(=O)c1nsc2ccccc12	-19%	8%	-1%	-22%
38	5%	8%	5%	-4	14%	COc1ccc(C(=O)NCC(=O)OCC(=O)c2ccc3c(c2)OCCO3)cc1	-12%	-12%	38%[activator]	-19%
39	i	22%	-2%	1	7%	O=C(COC(=O)C12CC3CC(CC(Br)(C3)C1)C2)N1CCOCC1	-12%	-2%	-1%	-12%

# In the list so far, 9 have an aryl methoxy group.
no.	PGK inhibitor	HP1b binding inh	GLS inh	PI4K2A inh	G9a inh	molecule	Pol eta inh	Pin1 inhibitor	BAZ2B inh	JMJD2A Tudor inh
2	2%	29%	5%	-1	-6%[0.501 µM]	COc1ccc(S(=O)(=O)Nc2ncccc2C)c2ccccc12	-14%	2%	-27%	-14%
19	-1%	9%	-4%	-5	16%	CCOc1cc(CN2CCN(S(=O)(=O)Cc3ccccc3)CC2)ccc1OC	-6%	1%	0%	-5%
21	-1%&0%	-8%&10%	-8%&6%	-7&0	?	COc1cc(CNc2ccc3[nH]c(=O)[nH]c3c2)ccc1OCc1ccccc1F	-16%&-16%	-5%&-1%	-35%&-37%	?
23	-10%	42%[activator]	-2%	-6	?	C=Cc1ccc(Cn2c(=O)n(-c3ccc(C)cc3)c(=O)c3c2c2cc(OC)ccc2n3C)cc1	-7%	-6%	-21%	1%
25	-8%	3%	26%	1	?	COc1ccc(N2CCN(C(=O)CN(c3ccc(Br)cc3)S(C)(=O)=O)CC2)cc1	-10%	-5%	?	?
31	-8%	12%	2%	-4	14%[59 µM]	COc1ccc(CCNC(=O)Cn2cnc3ccccc3c2=O)cc1OC	-7%	-10%	-3%	0%
34	6%	28%	15%	-10	41%[0.501 µM]	COc1ccc(C(=O)OCC(=O)Nc2ccc(F)cc2F)cc1OC	4%	4%	-25%[57.1 µM]	-5%
35	-7%	41%[activator]	35%[activator]	1	-3%[12.7 µM]	COc1ccc(OC)c(Nc2ncnc3ccccc23)c1	3%	-2%	-1%	-19%
38	5%	8%	5%	-4	14%	COc1ccc(C(=O)NCC(=O)OCC(=O)c2ccc3c(c2)OCCO3)cc1	-12%	-12%	38%[activator]	-19%
